# TRHR agonist: qHTS for Small Molecule Agonists and Allosteric Enhancers of Human TRH Receptor: Primary Screen for Agonists | Thyrotropin-releasing hormone receptor (Homo sapiens), P34981 | 0.18% of 360,000 active | TRHR cells, calcium flux fluo-8, FDSS agonist mode | activation, % at 2 µM; in the data active = activation above about 30%; also: 0% is about no effect
# Target sequence (P34981 whole entry, looked up): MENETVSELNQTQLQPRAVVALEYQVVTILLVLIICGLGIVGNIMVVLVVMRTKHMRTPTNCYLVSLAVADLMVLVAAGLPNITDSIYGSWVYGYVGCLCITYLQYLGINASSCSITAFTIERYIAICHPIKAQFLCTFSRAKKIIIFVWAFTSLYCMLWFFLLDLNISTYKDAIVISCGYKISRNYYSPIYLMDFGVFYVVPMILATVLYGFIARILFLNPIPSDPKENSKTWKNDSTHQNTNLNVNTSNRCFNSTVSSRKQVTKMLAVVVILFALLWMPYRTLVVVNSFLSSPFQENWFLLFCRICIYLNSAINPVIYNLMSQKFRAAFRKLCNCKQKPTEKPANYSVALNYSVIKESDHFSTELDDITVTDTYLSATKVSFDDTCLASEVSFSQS
#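 TRHR-expressing cells loaded with fluo-8 calcium dye; 23 nL library compound pin-transferred, kinetic FDSS fluorescence (Ex 480/Em 530) recorded about 180 s for agonist-induced calcium release, before a 10 nM TRH EC20 addition for potentiator mode.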
# POLB inh: qHTS Assay for Inhibitors of DNA Polymerase Beta. P06746. Pol beta primer extension/strand displacement, fluorescence kinetic. Potency, µM (series often up to 114 µM), inactives show at the top dose activity change, negative = inhibition, actives largely listed as inhibitors. 1.3% of 340,000 active. AID 485314, 2010; also: potency is read from the fitted curve at half-maximal effect; % is scaled to controls: 0 for no effect and ±100 for the full control effect
#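 Pol beta (10 nM) and compounds were preincubated 15 min at room temperature, then 50 nM substrate (final) started primer extension/strand displacement. Reads were taken at 0 and 10 min; concentration-response data were fitted to a four-parameter Hill equation.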
# APEX1 inh: qHTS Assay for Inhibitors of the Human Apurinic/apyrimidinic Endonuclease 1 (APE1); Potency, µM (series often up to 65.8 µM), without a hit: at the highest dose activity change, negative = inhibition, actives largely listed as inhibitors; AID 2517, 2012; 0.35% of 350,000 active; recombinant APE1, TAMRA/BHQ-2 abasic DNA cleavage fluorescence;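 also: potency is read from the fitted curve at half-maximal effect; plate controls were vehicle for no effect and reference inhibitor for full effect; nearly all actives have a fitted effect of over 55% in size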
#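 Endonuclease cleavage of a quenched abasic-site DNA duplex (50 nM) by APE1 (0.75 nM) was tracked by TAMRA dequenching. Compounds were preincubated with enzyme 15 min at room temperature; data normalized to buffer-only and DMSO wells plus NSC13755 control.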
# BLM inh: qHTS Assay for Inhibitors of Bloom's syndrome helicase (BLM); recombinant BLM DNA unwinding, fluorescence dequenching; 0.2% of 350,000 active; Potency, µM (top dose mostly 56.1 µM), inactives show at the highest dose activity change, negative = inhibition, most hits filed as inhibitors; RecQ-like DNA helicase BLM (Homo sapiens), P54132; AID 2528, 2010;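 also: potency is read from the fitted curve at half-maximal effect; plate controls were vehicle for no effect and no enzyme for full effect; nearly all actives have a fitted effect of over 35% in size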
# Apoferritin bind: qHTS Assay for Identification of Novel General Anesthetics; Potency, µM (titrated, usually from 77.5 µM), for the others: at the top dose activity change, negative = displacement, usual class: inhibitors; AID 485281, 2010; apoferritin/1-aminoanthracene competitive binding, fluorescence; 0.074% of 350,000 active; also: potency is read from the fitted curve at half-maximal effect; % is scaled to controls: 0 for no effect and ±100 for the full control effect; nearly all actives have a fitted effect of over 20% in size
#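 Probe: 1-aminoanthracene (50% saturated, PBS). Protein: horse-spleen apoferritin, 10 uM. Incubation: 10 min, room temperature. Detection: 380 nm excitation, 535 nm emission. Analysis: normalized response, four-parameter Hill.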
# ERG Ets-DNA blk: qHTS for Small Molecule Inhibitors of the ERG Ets/DNA interaction; fluorescence polarization, His-ERG Ets domain / labelled DNA; Potency, µM (doses to about 76.9 µM), inactives show top-dose FP activity, negative = inhibition, actives largely listed as inhibitors; 0.028% of 370,000 active; AID 624246, 2012; active = well fitted inhibition curve with a large enough effect in the polarisation, with a control signal flat; inconclusive = small, poorly fitted or top-dose-only effect, or effect the other way, or a change in a side signal; inactive = no such curve, though single readings can be large or run the other way; the % refers to the polarisation;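 also: polarization taken with two DNA probes labelled with fluorescein and Texas red; potency is read from the fitted curve at half-maximal effect; % of control where 0% means no effect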
#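 His-tagged ERG Ets domain (1 uM in the protein solution; 300mM KCl, 50mM Tris-HCl, 1mM EDTA, 1mM DTT, pH 7.5) received compound, then a probe mix of 5 nM fluorescein-DNA and 100nM Texas-615-DNA. Fluorescence polarization was read for both dyes.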
# 12-LOX inh: Primary qHTS assay for inhibitors of human arachidonate 12S-lipoxygenase (ALOX12): Round 2; purified 12hLO, xylenol orange hydroperoxide absorbance; 1.1% of 580,000 active; Polyunsaturated fatty acid lipoxygenase ALOX12 (Homo sapiens), P18054; Potency, µM (series often up to 108 µM), for inactives: at the top dose activity change, negative = inhibition, hits mostly inhibitors; AID 1671190, 2021; also: potency is read from the fitted curve at half-maximal effect; % is scaled to controls: 0 for no effect and ±100 for the full control effect
# Target sequence (P18054 whole entry, looked up): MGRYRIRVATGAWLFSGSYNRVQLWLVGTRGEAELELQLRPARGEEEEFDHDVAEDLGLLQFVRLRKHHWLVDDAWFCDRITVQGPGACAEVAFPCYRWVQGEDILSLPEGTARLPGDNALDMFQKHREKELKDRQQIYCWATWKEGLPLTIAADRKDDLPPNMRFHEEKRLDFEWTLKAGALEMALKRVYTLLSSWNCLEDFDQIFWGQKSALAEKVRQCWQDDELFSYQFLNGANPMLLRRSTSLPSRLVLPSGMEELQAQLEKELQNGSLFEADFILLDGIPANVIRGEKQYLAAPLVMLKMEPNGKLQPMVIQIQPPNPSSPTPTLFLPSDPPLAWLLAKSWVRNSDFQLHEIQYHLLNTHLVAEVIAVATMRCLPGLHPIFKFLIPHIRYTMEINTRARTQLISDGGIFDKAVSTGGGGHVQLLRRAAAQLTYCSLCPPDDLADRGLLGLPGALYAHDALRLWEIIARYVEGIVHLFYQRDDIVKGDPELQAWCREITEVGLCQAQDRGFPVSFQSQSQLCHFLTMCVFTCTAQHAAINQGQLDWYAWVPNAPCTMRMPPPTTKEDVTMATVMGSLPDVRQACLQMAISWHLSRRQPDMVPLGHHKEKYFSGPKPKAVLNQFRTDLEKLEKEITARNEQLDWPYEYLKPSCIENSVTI
#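 Hydroperoxide product was detected by ferrous iron/xylenol orange as the 573 to 405 nm absorbance ratio. Arachidonic acid at 40 uM (final) was turned over for 30 min at room temperature by 150 nM human 12hLO, pH 7.0 Hepes buffer, after 15 min compound preincubation.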
# POLI inh: qHTS for Inhibitors of Polymerase Iota; AID 588590, 2011; Pol iota fluorescent replication assay, 10 min; Potency, µM (series often up to 115 µM), inactives show at the top dose activity, negative = inhibition, actives largely listed as inhibitors; 1% of 390,000 active; DNA polymerase iota (Homo sapiens), Q9UNA4; also: potency is read from the fitted curve at half-maximal effect
#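 Fluorescent replication assay read twice, at 0 min and 10 min after adding 50 nM (final) substrate. Enzyme (10 nM) and compounds were first incubated 15 min at room temperature; enzyme-free buffer wells were negative controls.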
# Pol kappa inh: qHTS for Inhibitors of Polymerase Kappa; 0.53% of 400,000 active; AID 588579, 2011; purified Pol kappa, fluorescent DNA synthesis assay, 10 min; Potency, µM (highest dose often 107 µM), for inactives: at the highest dose activity, negative = inhibition, most hits filed as inhibitors; DNA polymerase kappa (Homo sapiens), Q9UBT6; also: potency is read from the fitted curve at half-maximal effect; % is scaled to controls: 0 for no effect and ±100 for the full control effect
#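 Activity was followed as the change in fluorescence between reads at 0 and 10 min after starting the reaction with 50 nM substrate. Beforehand, 10 nM polymerase had been preincubated with compound for 15 min at room temperature.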
# An asterisk follows results filed as active; ? = inconclusive; . = not tested or not shown; & = joins results of further samples; [ ] = another dose, or the depositor's remark. Unless noted, calls follow the shape of the dose curve; as a rule, active = well fitted curve in the direction sought with a large enough effect; inconclusive = small, poorly fitted or top-dose-only effect, or another doubt; inactive = no such curve, though single readings can be large; an effect the other way counts as inactive or inconclusive.
1	CCNC(=O)CSc1nnc(-c2cc(-c3ccc(Cl)cc3)nc3ccccc23)o1
2	CCOc1cc(Cl)c(S(=O)(=O)NCCCN2CCOCC2)cc1Cl
3	CC(=O)Nc1ccc(S(=O)(=O)NCCc2ccc(S(N)(=O)=O)cc2)cc1
4	CC(C)(C)c1cnnn1-c1ccc(C(=O)CCl)cc1
5	O=C(COC(=O)c1ccccc1OCc1ccccc1Cl)NCC1CCCO1 (stereo not drawn)
6	CCN(CC(=O)NCc1ccco1)S(=O)(=O)c1ccc(F)cc1
7	CCOC(=O)Cn1c(=O)c2c(nc(Br)n2Cc2ccc(Cl)cc2)n(C)c1=O
8	CC(C)[C@H](NC(=O)c1cccc(CN(Cc2ccccc2)C(=O)/C=C/c2ccccc2)c1)C(=O)O
compound no.	1	2	3	4	5	6	7	8
TRHR agonist	-0.3	0.8	-0.9	-0.3	.	0.5	-1.3	.
POLB inh	6%	1%	9%	-17%	.	33%	?	.
APEX1 inh	-6%	26%[12.4 µM]	-8%	-2%	-6%	49%[activator]	-7%	.
BLM inh	-1%	0%	0%	0%	.	-2%	-4%	.
Apoferritin bind	-11%	-14%	2%	0%	.	1%	-18%	.
ERG Ets-DNA blk	-7%	1%	-4%	3%	11%	0%	-6%	-12%
12-LOX inh	-12%	2%	8%	?	-10%	-4%	.	151%[activator]
POLI inh	72%[activator]	-18%	9%	9%	32%[activator]	10%	-1%	-19%
Pol kappa inh	-7%	-3%	-13%	-3%	2%	2%	-5%	-13%

9	Cc1nn(Cc2ccc(Cl)c(Cl)c2)c(C)c1NC(=O)c1noc2c1CCCCC2
10	Cc1cccc(C(C)C)c1NC(=O)c1ccc(COc2ccc3c(C)cc(=O)oc3c2)cc1
11	COCCN(CCOC)C(=O)C1CCN(c2ccc(S(=O)(=O)N3CCOCC3)cc2[N+](=O)[O-])CC1
12	CCOc1ccc(OCC(=O)Nc2ccccc2N2CCCC2)cc1
13	N=c1oc2ccc(Br)cc2cc1C(=O)NC1CCCCCC1
14	Cc1cc(NC(=O)CN2CCc3ccccc3C2)nc2c1c(=O)oc1ccccc12
15	O=C(Cn1cnc([N+](=O)[O-])c1)NCc1ccc(F)cc1
16	S=C(Nc1ccccc1Cl)N(CCN1CCCCC1)Cc1ccco1
compound no.	9	10	11	12	13	14	15	16
TRHR agonist	0.2	-0.5	-0.1	0.3	-0.2	0.2	0.0	0.9
POLB inh	2%	-2%	.	.	0%	-1%	13%	12%
APEX1 inh	4%	5%	26%	-11%	-12%	-5%	-1%	0%
BLM inh	-2%	-1%	.	.	-4%	-4%	-2%	0%
Apoferritin bind	?	-2%	.	.	-9%	-22%	-8%	3%
ERG Ets-DNA blk	5%	-1%	5%	0%	-3%	-4%	5%	7%
12-LOX inh	5%	-16%	1%	4%	3%	26%	4%	-17%
POLI inh	1%[58.9 µM]	27%	51%[activator]	8%	-23%	50%[activator]	9%	144%[activator]
Pol kappa inh	-7%	-7%	-13%	-10%	8%	-21%	-7%	1%

# Part of the list above in order of heavy-atom count, ascending.
13	N=c1oc2ccc(Br)cc2cc1C(=O)NC1CCCCCC1
12	CCOc1ccc(OCC(=O)Nc2ccccc2N2CCCC2)cc1
9	Cc1nn(Cc2ccc(Cl)c(Cl)c2)c(C)c1NC(=O)c1noc2c1CCCCC2
14	Cc1cc(NC(=O)CN2CCc3ccccc3C2)nc2c1c(=O)oc1ccccc12
10	Cc1cccc(C(C)C)c1NC(=O)c1ccc(COc2ccc3c(C)cc(=O)oc3c2)cc1
compound no.	13	12	9	14	10
TRHR agonist	-0.2	0.3	0.2	0.2	-0.5
POLB inh	0%	.	2%	-1%	-2%
APEX1 inh	-12%	-11%	4%	-5%	5%
BLM inh	-4%	.	-2%	-4%	-1%
Apoferritin bind	-9%	.	?	-22%	-2%
ERG Ets-DNA blk	-3%	0%	5%	-4%	-1%
12-LOX inh	3%	4%	5%	26%	-16%
POLI inh	-23%	8%	1%[58.9 µM]	50%[activator]	27%
Pol kappa inh	8%	-10%	-7%	-21%	-7%

# (further entries)
17	COc1ccc(OCCSc2nnc(C)n2-c2ccccc2)cc1
18	COc1ccc(CCNc2nccn(-c3ccc(C)c(C)c3)c2=O)cc1OC
19	CSCCC(NC(=O)c1cccc(S(=O)(=O)N2CCOCC2)c1)c1nc2ccccc2[nH]1 (stereo not drawn)
20	COc1ccccc1NC(=O)c1ccc2nc(C)sc2c1
21	CN1CCN(c2ccc(NC(=O)CSc3nnnn3-c3ccccc3Cl)cc2)CC1
22	CC(C)N(CCNS(=O)(=O)c1ccc(Cl)cc1)C(C)C
23	O=c1cc(O)nc(SCc2ccccc2)n1-c1ccccc1
24	O=C(NCc1ccccc1)C(=O)Nc1nccs1
compound no.	17	18	19	20	21	22	23	24
TRHR agonist	-0.5	-0.5	-0.2	0.0	-0.7	-0.6	2.8&0.5	0.3
POLB inh	-2%	-11%	.	45%	-3%	21%	14%&-18%	24%
APEX1 inh	-7%	.	11%	-7%	-10%	14%	6%&-1%	1%
BLM inh	5%	0%	.	1%	-6%	-2%	-8%&-16%	-7%
Apoferritin bind	-1%	-14%	.	-5%	-2%	-9%	7%&-12%	-4%
ERG Ets-DNA blk	3%	-3%	.	18%	9%	-2%	4%&11%	7%
12-LOX inh	-27%	-27%	8%	4%	-13%	?	?	?
POLI inh	-5%	1%	-3%	29%	5%	8%	?	42%[activator]
Pol kappa inh	-1%	-6%	-15%	7%	-11%	0%	?	-1%

25	Cc1cccc(Nc2nc(N)nc(CN3CCN(c4ccc(F)cc4)CC3)n2)c1
26	CCOc1ccc(CCNC(=O)COC(=O)CCc2cc(OC)c(OC)c(OC)c2)cc1OCC
27	CCN(CC(=O)NCc1cccs1)C(=O)c1cccc(S(=O)(=O)Nc2ccc(OC)cc2)c1
28	CC1(N2CCCCC2)C(=O)c2ccccc2C1=O
29	O=C(N/N=C/c1cccc2nccnc12)c1ccncc1
30	COc1ccc(Cl)cc1NC(=S)N1CCN(c2ccccn2)CC1
31	CN1C(=O)/C(=C\c2ccco2)N=C1c1ccc(Cl)cc1Cl
32	COc1ccc(NC(=O)NCCCN2CCC(Cc3ccccc3)CC2)cc1
compound no.	25	26	27	28	29	30	31	32
TRHR agonist	0.4	-0.3	-0.3	-0.7	-0.4	0.1	0.2	1.6
POLB inh	?	.	.	29%	2%	31%	32%	2%
APEX1 inh	-2%	21%	-6%	9%	-1%	-8%	5%	14%
BLM inh	-2%	.	.	0%	-4%	-10%	-2%	1%
Apoferritin bind	?	.	.	4%	-1%	-14%	2%	1%
ERG Ets-DNA blk	5%	-5%	34%[activator]	1%	-2%	-1%	-2%	1%
12-LOX inh	?	-3%	2%	-13%	.	-1%	-19%	?
POLI inh	?	36%[activator]	5%	33%[activator]	30%	1%	22%	8%
Pol kappa inh	-22%	3%	-1%	-9%	12%	-7%	-11%	-4%

33	O=C(NCC1CCCO1)C1CC(c2ccc(Cl)c(Cl)c2)=NO1 (stereo not drawn)
34	CC12CN3CC(C)(CN(C1)C3c1ccc(Br)cc1)C2=O (stereo not drawn)
35	Cc1ccc(C(=O)N(CCC2=CCCCC2)c2c(N)n(Cc3ccccc3)c(=O)[nH]c2=O)o1
36	O=C(NCCc1ccc2c(c1)OCCO2)c1ccccn1
37	O=C(CSc1ccccc1)N1CCCC(N2CCN(c3ccc(F)cc3)CC2)C1 (stereo not drawn)
38	CS(=O)(=O)Nc1ccccc1C(=O)OCC(=O)N1CCC(c2ccccc2)=N1
39	COc1ccccc1CNC(=O)Cn1c(=O)oc2cc(S(=O)(=O)N3CCCC3)ccc21
40	Cc1ccc(CNC(=O)CSc2ncc(S(=O)(=O)c3ccc(C)c(Cl)c3)c(=O)[nH]2)cc1
compound no.	33	34	35	36	37	38	39	40
TRHR agonist	0.7	0.4	0.1	-0.5	0.2	-0.5	-0.2&-1.0	0.4
POLB inh	1%	-4%	.	-1%	7%	.	6%&18%	-12%
APEX1 inh	8%	0%	4%	44%	1%	31%[activator]	-5%	.
BLM inh	1%	2%	.	-2%	-2%	.	-4%&-3%	4%
Apoferritin bind	-8%	-10%	.	2%	-5%	.	-13%&-4%	-9%
ERG Ets-DNA blk	.	-6%	2%	-4%	-5%	-8%	12%&0%	-1%
12-LOX inh	1%	0%	-6%	0%	-5%	-1%	-3%&-9%	-11%
POLI inh	19%	21%	62%[activator]	17%	5%	224%[activator]	-15%&4%	-8%
Pol kappa inh	-8%	-2%	-9%	-1%	-1%	-2%	0%&-9%	-8%[60.1 µM]

# Bioassay records from PubChem BioAssay.

# Not all compounds are listed; the hit share may differ from the screen's.
